# Screening data: PubChem, National Center for Advancing Translational Sciences (NCATS)
# FLuc modulator – firefly luciferase modulation, counter-screen for miR-21 project | 6.9% of 360,000 active | AID 588342 | Potency, µM (highest dose often 57.5 µM), for inactives: at the highest dose activity change, negative = inhibition, actives largely listed as inhibitors | purified FLuc, Km substrates, luminescence inhibition; active means well fitted inhibition curve with a large enough effect; inconclusive means small, poorly fitted or top-dose-only effect;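 further: plate controls were vehicle for no effect and reference inhibitor for full effect; nearly all actives have a fitted effect of over 55% in size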
# Target sequence (P08659 whole entry, looked up): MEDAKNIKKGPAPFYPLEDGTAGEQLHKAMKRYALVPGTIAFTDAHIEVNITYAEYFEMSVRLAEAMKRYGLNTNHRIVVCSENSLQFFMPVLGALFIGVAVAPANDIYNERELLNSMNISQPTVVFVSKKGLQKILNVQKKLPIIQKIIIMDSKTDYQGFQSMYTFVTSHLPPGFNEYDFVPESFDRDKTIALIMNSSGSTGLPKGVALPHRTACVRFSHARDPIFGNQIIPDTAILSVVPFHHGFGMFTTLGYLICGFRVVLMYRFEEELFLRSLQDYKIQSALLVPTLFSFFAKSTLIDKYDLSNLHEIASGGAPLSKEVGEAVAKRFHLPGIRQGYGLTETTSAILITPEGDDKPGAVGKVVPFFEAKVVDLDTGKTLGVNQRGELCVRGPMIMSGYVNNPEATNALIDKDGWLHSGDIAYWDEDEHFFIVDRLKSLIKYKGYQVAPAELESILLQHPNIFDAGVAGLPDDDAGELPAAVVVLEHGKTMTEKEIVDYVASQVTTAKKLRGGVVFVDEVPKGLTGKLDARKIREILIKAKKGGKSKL
#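 Purified P. pyralis luciferase, 10 nM final, with Km-level 10 uM D-luciferin and 10 uM ATP in 50 mM Tris acetate pH 7.5, 10 mM Mg acetate, 0.01% Tween-20, 0.05% BSA; 6-point qHTS titration about 60 µM downward; luminescence read.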
# * marks the source's active call; other numbers are inactive results; ? = inconclusive. Potency means the concentration at half of the fitted maximal effect. These rows are one share of the data, so the mix of outcomes need not match the whole.
O=C(NC1CCCC1)c1ccc(CSc2nc3ccncc3n2Cc2ccccc2F)cc1
  FLuc modulator = ?

CCc1ccc(OC(C)C(=O)N2CCC(c3nc4ccccc4s3)CC2)cc1 (stereo unspecified)
  FLuc modulator = -16%

CCc1ccccc1NC(=O)N1CCc2cc(OC)c(OC)cc2C1CC(=O)OC (stereo unspecified)
  FLuc modulator = -13%

Cn1c(C(=O)N2CCC(C(=O)NCCc3ccc(S(N)(=O)=O)cc3)CC2)cc2sccc21
  FLuc modulator = -2%

Cc1cccc2c1-c1sc(C(=O)N3CCN(c4ccccc4)CC3)cc1CO2
  FLuc modulator = 1%

CCOC(=O)c1ccc(CN(Cc2ccc(OC)cc2)S(=O)(=O)c2cccc(C(F)(F)F)c2)cc1
  FLuc modulator = -10%

O=C(NCc1ccccc1Br)c1ccc(-n2cnc3cccnc32)cc1
  FLuc modulator = -11%

CN(C)c1ccc(CNC(=O)C2CCN(S(=O)(=O)c3ccc4c(ccn4C)c3)CC2)cc1
  FLuc modulator = -3%

COc1cccc(CNC(=O)c2cc(C)nc3c2c(C)nn3-c2cccc(F)c2)c1
  FLuc modulator = 1%

Cc1ccc(C)c(S(=O)(=O)Nc2ccc3c(c2)CCCN3C(=O)c2cccs2)c1
  FLuc modulator = -17%

# Reprinted from the part before: 5 entries, then new ones.
CCOC(=O)c1ccc(CN(Cc2ccc(OC)cc2)S(=O)(=O)c2cccc(C(F)(F)F)c2)cc1
  FLuc modulator = -10%

O=C(NCc1ccccc1Br)c1ccc(-n2cnc3cccnc32)cc1
  FLuc modulator = -11%

CN(C)c1ccc(CNC(=O)C2CCN(S(=O)(=O)c3ccc4c(ccn4C)c3)CC2)cc1
  FLuc modulator = -3%

COc1cccc(CNC(=O)c2cc(C)nc3c2c(C)nn3-c2cccc(F)c2)c1
  FLuc modulator = 1%

Cc1ccc(C)c(S(=O)(=O)Nc2ccc3c(c2)CCCN3C(=O)c2cccs2)c1
  FLuc modulator = -17%

COCCCNC(=O)C1CCN(C(=O)c2cc3sccc3n2Cc2ccc(Cl)cc2)CC1
  FLuc modulator = -8%

CCCCC(=O)Nc1cccc(OCc2cc(=O)n3ccccc3n2)c1
  FLuc modulator = -9%

COC(=O)C1CCN(S(=O)(=O)c2ccc(N3CCCCS3(=O)=O)cc2)CC1
  FLuc modulator = -1%

COc1ccc(Cl)cc1NC(=O)CN(C)S(=O)(=O)c1ccc2c(c1)CCCN2C(C)=O
  FLuc modulator = 1%

COc1ccc(C2CC(=O)c3cc(-c4nc(-c5ccc(Cl)cc5)cs4)c(=O)[nH]c3C2)cc1OC (stereo unspecified)
  FLuc modulator = -9%

COc1cccc(-c2cc(C(=O)Nc3c(C)nn(Cc4ccccc4Cl)c3C)no2)c1
  FLuc modulator = -10%

COc1ccccc1CN1CCC(CNC(=O)c2cnn(-c3ccc(Cl)cc3)c2C2CCN(C(=O)OC(C)(C)C)CC2)CC1
  FLuc modulator = -1%

COC(=O)c1cc(NC(=O)c2nn(C)c3c2COc2ccccc2-3)cc(C(=O)OC)c1
  FLuc modulator = 2%

Cc1cccc(C)c1-n1ncc(C(=O)Nc2ccc3c(c2)OCO3)c1C1CCN(C(=O)OC(C)(C)C)CC1
  FLuc modulator = -20%

CCCc1cc(=O)[nH]c(Nc2cc(C)cc(C)c2)n1
  FLuc modulator = -1%

COc1ccc(NC(=O)c2[nH]nc3c2CSc2ccccc2-3)c(OC)c1
  FLuc modulator = -1%

Cc1ccccc1NC(=O)c1ccc2c(c1)c(C)c(C)n2Cc1ccccc1
  FLuc modulator = -3%

COc1cccc(N2CCN(C(=O)CCCCCn3c(=O)[nH]c4ccccc4c3=O)CC2)c1
  FLuc modulator = 5%

CCOC(=O)Cn1c(=O)oc2cc(S(=O)(=O)N3CCN(c4cc(C)ccc4C)CC3)ccc21
  FLuc modulator = 5%

CC(C)c1ccc(NC(=O)C2Cc3ccccc3N2C(=O)c2ccccc2)cc1 (stereo unspecified)
  FLuc modulator = -2%

Cc1ccc(CNC(=O)c2c(-c3ccc(F)cc3F)noc2C)o1
  FLuc modulator = 2%

COc1cccc(CN(C(=O)c2oc3ccccc3c2C)C2CCS(=O)(=O)C2)c1 (stereo unspecified)
  FLuc modulator = 3%

COc1ccc(Br)cc1CNC(=O)c1ccc2c(c1)nc1n2CCCCC1
  FLuc modulator = ?

COc1cccc(N2CCN(S(=O)(=O)c3ccc(-c4ccno4)cc3OC)CC2)c1
  FLuc modulator = -2%

CCCC12CN3CC(C)(CN(C1)C3c1ccc(OCc3ccccc3)cc1)C2=O (stereo unspecified)
  FLuc modulator = -6%

COc1cc(NS(=O)(=O)c2cnc(N)nc2)cc(OC)c1
  FLuc modulator = 3%

Cc1ccc(-c2nc3c4ccccc4n(CC(=O)N4CCN(c5ccccc5F)CC4)c(=O)n3n2)cc1
  FLuc modulator = -1%

Cc1cc(C)c2c(n1)SCCN2C(=O)Nc1ccc(C(=O)Nc2cc(Cl)ccc2C)cc1
  FLuc modulator = 0%

O=C(Nc1nnc(S(=O)(=O)N2CCc3ccccc32)s1)c1ccccc1Cl
  FLuc modulator = 6%

CCc1cccc(NC(=O)c2cnc(N3CCOCC3)c3ccccc23)c1
  FLuc modulator = ?

COc1ccc(-c2noc(N3CCC(C(=O)N4CCN(c5ccccc5F)CC4)CC3)n2)cc1
  FLuc modulator = -9%

CC(C)Cc1ccc(S(=O)(=O)Nc2cc3c(cc2N2CCOCC2)n(C)c(=O)c(=O)n3C)cc1
  FLuc modulator = 1%

Cc1ccc(CNC(=O)Cn2c(-c3cccs3)cc3cc(Cl)ccc32)cc1
  FLuc modulator = 1%

Cc1c(C(=O)NCc2ccc(F)cc2)oc2ccc(S(=O)(=O)N3CCCCC3)cc12
  FLuc modulator = -2%

CCc1ccccc1NC(=O)CSc1ncc2c(n1)-c1ccccc1N(Cc1ccc(C)cc1)S2(=O)=O
  FLuc modulator = -2%

# Other structures.
canonical_smiles	FLuc modulator
CN1CCN(C2(CNC(=O)c3ccc(C(C)(C)C)cc3)CCCCC2)CC1	0%
CN(C(=O)c1ccc2c(c1)N(Cc1cccc(Cl)c1)C(=O)c1ccccc1S2(=O)=O)C1CCCCC1	7%
Cc1ccccc1NC(=O)c1ccc(F)c(S(=O)(=O)N(C)C2CCCCC2)c1	-8%
O=C(O)COc1ccccc1C1Nc2ccccc2-c2nnc(SCc3ccc(Cl)cc3)nc2O1 (stereo unspecified)	?
CN(Cc1ccc(F)cc1)S(=O)(=O)c1nnc(NC(=O)c2ccc(F)cc2)s1	?
CC(NC(=O)CSc1n[nH]c(-c2ccccc2)n1)c1nc2ccccc2n1C (stereo unspecified)	-9%
COc1ccc(-c2nsc(NC(=O)c3oc4ccccc4c3C)n2)cc1	?
COc1ccc(C(=O)Nc2ccc(-c3cc4ccccc4oc3=O)c(C)c2)cc1Br	?
CCOc1ccccc1Nc1sc(C(=O)c2ccc(Cl)cc2)c(N)c1S(=O)(=O)c1ccccc1	-1%
CCOc1ccc(C(c2c(O)cc(C)n(Cc3ccco3)c2=O)N2CCN(C)CC2)cc1 (stereo unspecified)	?

# (continued)
canonical_smiles	FLuc modulator
Cc1cc(C(=O)C(=O)Nc2nnc(C(C)C)s2)c(C)n1-c1ccccc1	-4%
CCN1c2ccccc2-c2nc(SCC(=O)NCc3ccc(Cl)cc3)ncc2S1(=O)=O	-2%
CC(C)c1ccc(NC(=O)Cn2nnc(C(=O)NCCc3ccccc3)c2N)cc1	-5%
CCc1ccccc1NC(=O)CC(c1ccc(F)cc1)N1Cc2ccccc2C1=O (stereo unspecified)	6%
CCN(CCCNC(=O)CSc1cc(=O)n(CC)c2ccccc12)c1ccccc1	-14%
Cc1ccc(-n2ncc3c(N4CCC(C)CC4)ncnc32)cc1C	1.5µM*
Cc1nc(NC(=O)c2c(-c3ccccc3)c(-c3ccccc3)nn(C)c2=O)sc1C	?
Cc1cccc(OCc2ccc(-c3nc(C#N)c(NCc4cccnc4)o3)o2)c1	-9%
CCc1cccc(C)c1NS(=O)(=O)c1ccc2c(c1)NC(=O)C(C)C(=O)N2 (stereo unspecified)	-1%
Cc1ccc(-c2cc(NC(=O)c3ccccc3Cl)on2)cc1	?

# Next entries
canonical_smiles	FLuc modulator
Cc1ccc(-n2c(=O)c3oc4ccccc4c3n(Cc3ccccc3)c2=O)cc1C	4%
Cc1ccc(-n2ncc(C(=O)NCc3ccc4c(c3)OCO4)c2C2CCN(C(=O)OC(C)(C)C)CC2)cc1C	-6%
CCc1ccc(CN(Cc2ccco2)C(=O)COc2ccccc2Cl)cc1	-14%
COc1cccc(C(=O)c2cn(CC(=O)Nc3cccc(C)c3C)c3nc(C)ccc3c2=O)c1	2%
Cc1ccc(-c2c(C(=O)Nc3ccccc3F)oc(=O)c3ccccc23)cc1	-10%
COc1ccccc1Cc1nc2ccccc2nc1SCC(=O)Nc1cc(Cl)ccc1OC	-6%
CCN(CC)CCNC(=O)c1ccc2c(c1)NC(=O)C(CS(=O)(=O)Cc1ccc(F)cc1Cl)N2 (stereo unspecified)	-6%
Cc1cc(N2CCN(C)CC2)nc2ccc(NC(=O)Nc3ccccc3Cl)cc12	1.7µM*
COc1ccc(/C=C\c2onc(C)c2S(=O)(=O)N2CCC(C(=O)Nc3cccc(C)c3C)CC2)cc1	-1%
CCCN(CCC)CCCNC(=O)c1cc2c(=O)n(C)c3ccccc3c2s1	2%

# More entries
canonical_smiles	FLuc modulator
COc1ccc(CNC(=O)CN2C(=O)CCCc3ccccc32)cc1	-3%
CC(=O)c1cc(-c2ccccc2)n(CC(=O)NCCc2ccc(C)cc2)c1C	4%
CC(=O)c1cc(-c2ccc(F)cc2)n(CC(=O)NCc2ccc(C)cc2)c1C	5%
CN(C)S(=O)(=O)c1ccc(C(=O)Nc2ccc(-n3nncc3-c3ccccc3)cc2)cc1	0%
Cc1nc(-n2nc(C)c(Cc3ccc4c(c3)OCO4)c2C)sc1C(=O)Nc1ccc(Cl)cc1	-4%
Cc1cc(C)c2c(c1)c(C)cc1nnc(SCC(=O)c3ccccc3)n12	4%
COc1ccc(-n2nc3ccc(NC(=O)c4ccc(-c5cc(Cl)ccc5Cl)o4)cc3n2)cc1	?
Cc1cccc(C(=O)Nc2sc3c(c2C(=O)NC(C)C)CCCC3)c1	-7%
CC(Oc1ccccc1F)C(=O)N1CCC(c2nc3ccccc3o2)CC1 (stereo unspecified)	-8%
COc1ccc(NC(=O)COCc2cc(-c3cccs3)on2)cc1	-14%

# The list goes on.
canonical_smiles	FLuc modulator
CCOc1ccccc1NC(=O)c1sc(-n2nc(C)c(CCC(C)C)c2C)nc1C	-6%
COc1cc(OC)c(NC(=O)N2CCc3c([nH]c4ccccc34)C2c2ccccc2F)cc1Cl (stereo unspecified)	-1%
CCc1ccccc1NC(=O)C(CC)Sc1ncnc2c1sc1ccccc12 (stereo unspecified)	2%
CCOC(=O)c1cnc2ccc(OCC)cc2c1N1CCN(c2cccc(Cl)c2)CC1	-1%
COc1ccc(CCNC(=O)c2ccc3c(c2)N(Cc2ccccc2C)C(=O)c2ccccc2S3)cc1OC	-1%
CCCCNc1oc(-c2ccc(COc3ccccc3C)o2)nc1C#N	3%
COc1ccccc1NC(=O)c1oc2ccccc2c1NC(=O)C1CCCCC1	2%
CCOC(=O)N1CCC2(CC1)OC(=O)C(C)=C2C(=O)NCc1cccc(OC)c1	4%
CCOc1ccc(NC(=O)CC2C(=O)N(c3ccc(Cl)cc3)C(=O)N2Cc2cccs2)cc1 (stereo unspecified)	1%
O=C(CC1N=C2c3ccccc3N=C(SCc3ccc(Cl)cc3)N2C1=O)NC1CCCCC1 (stereo unspecified)	1%

# Continuation.
canonical_smiles	FLuc modulator
COc1ccc(C(=O)N(c2ccc(OC)cc2)S(=O)(=O)c2ccc3c(c2)n(C)c(=O)n3C)cc1	-1%
COc1ccc(NC(=O)c2c(C)oc3ccc(O)c(CN4CCCCCC4)c23)cc1Cl	-9%
CCn1c2ccccc2c2cc(CN3CCN(Cc4ccccc4C)CC3)ccc21	5%
O=C(Cn1cnc2nc3c(cc2c1=O)CCCC3)Nc1ccc(F)cc1Cl	-7%
Cn1cc(CCCC(=O)NCc2ccccc2Cl)c2ccccc21	2%
CCOc1ccc(C2C(=O)N(C3CCCCC3)CC(=O)N2CCC2=CCCCC2)cc1OC (stereo unspecified)	0%
CN1c2ccc(Cl)cc2-c2nc(SCC(=O)NCc3ccc(F)cc3)ncc2S1(=O)=O	-2%
Cc1cccc(-c2nc3c4ccccc4nc(NCCc4ccccc4)n3n2)c1	?
CC(NC(=O)c1ccc(Cn2c(=O)c3cccn3c3cccnc32)cc1)c1ccccc1 (stereo unspecified)	-4%
CCOC(=O)CNC(c1ccccc1)c1cc(Br)ccc1NC(=O)c1cccc(Cl)c1 (stereo unspecified)	0%

# The last 5 records of the part before come first, to join the parts:
canonical_smiles	FLuc modulator
CCOc1ccc(C2C(=O)N(C3CCCCC3)CC(=O)N2CCC2=CCCCC2)cc1OC (stereo unspecified)	0%
CN1c2ccc(Cl)cc2-c2nc(SCC(=O)NCc3ccc(F)cc3)ncc2S1(=O)=O	-2%
Cc1cccc(-c2nc3c4ccccc4nc(NCCc4ccccc4)n3n2)c1	?
CC(NC(=O)c1ccc(Cn2c(=O)c3cccn3c3cccnc32)cc1)c1ccccc1 (stereo unspecified)	-4%
CCOC(=O)CNC(c1ccccc1)c1cc(Br)ccc1NC(=O)c1cccc(Cl)c1 (stereo unspecified)	0%
COc1ccc(C2CC(=O)c3c([nH]c(C(=O)OCCOc4ccccc4)c3C)C2)cc1OC (stereo unspecified)	-4%
COc1c(C)cc(S(=O)(=O)NCCc2c(C)[nH]c3ccccc23)c(C)c1C	3%
COc1cccc(NC(=O)Cn2c(=O)n(-c3cccc(OC)c3)c(=O)c3c4c(sc32)CCCC4)c1	-2%
CCOC(=O)c1ccccc1NC(=O)c1sc2nc(-c3ccc(F)cc3)cn2c1C	-4%
COc1cccc(-c2nc3c(C#N)c[nH]n3c2NC2CCCCC2)c1	5%
CCOc1ccccc1NC(=O)c1c(NCc2ccc(C)o2)sc2c1CCC(C)C2 (stereo unspecified)	-2%
O=C(Cn1nnc2sc3c(c2c1=O)CCCC3)Nc1ccc(F)c(Cl)c1	-8%
